HIF-2a block = HIF-2a reporter inhibitors, primary screen, luminescence, 786-0 RCC cells; 786-0 RCC cells HIF-2a reporter, luciferase luminescence, overnight; inhibition, % at 18.8 µM; 0.72% of 360,000 active;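 active means inhibition of the luminescence signal of 40% or more relative to plate controls, in a single-dose primary screen at 18.75 µM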
C8 TRAIL sens = viability loss with TRAIL in NB7+C8 cells, primary screen, TRAIL sensitizer project, cell-based, ATPlite luminescence; inhibition (viability loss, TRAIL sensitization), % at 10 µM; 1% of 360,000 active;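 active means compounds causing at least 50% loss of cell viability in the single-dose screen, relative to plate controls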
CF NFkB inh = inhibitors of PAF-induced NF-kB signaling, primary screen, cell-based, GFP fluorescence, uHTS; 0.86% of 360,000 active; KKLEB NF-kB-GFP reporter, GFP fluorescence overnight; inhibition, % at 5 µM;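 active means at least 50% inhibition at 5 µM, scaled per plate between neutral and stimulator controls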;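 further: PAF is a Pseudomonas aeruginosa culture filtrate used as stimulus; plate controls were PAF-stimulated DMSO wells for no effect and unstimulated DMSO wells for full effect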
Shn3 3UTR inh = reduction of Shn3 3'UTR firefly luciferase signal, primary screen, Schnurri-3 inhibitor project, cell-based, Clone20 osteoblasts, set 2; Clone20 osteoblast Shn3 3'UTR firefly luciferase, 24 h; inhibition, % at 12.5 µM; 0.52% of 360,000 active;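 active means mean inhibition of at least 75% with every replicate also reaching 75%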;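 further: 0% = median of neutral control wells and 100% = pilot-screen positive control compound; some compounds past the cut are filed as inactive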
LMP1 NFkB inh = EBV LMP1-driven NF-kappaB luciferase reporter inhibitors, primary screen, cell-based, luminescence, single point. LMP1-induced NF-kappaB luciferase reporter cells. 0.69% of 350,000 active. inhibition, % at 12.5 µM; in the data active means inhibition above about 41%;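 further: 0% = neutral control wells and 100% = reference inhibitor control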
NR2E3 ag-1 = NR2E3 agonists in two-hybrid cells, primary screen, cell-based, luminescence, CHO-S, Gal4-NCOR/VP16-NR2E3 | AID 602229, 2012 | inhibition of corepressor binding, % at 3.98 µM | 0.35% of 360,000 active | luciferase | Photoreceptor-specific nuclear receptor (Homo sapiens), Q9Y5X4;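 active means inhibition above the mean of all tested compounds plus 3 SD, cut at about 70% in these data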;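 further: 0% = DMSO with NR2E3 transfected cells and 100% = cells lacking NR2E3 construct; higher means lower luciferase signal from less NR2E3 corepressor binding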
Target sequence (Q9Y5X4 whole entry, looked up, the tested form may be a part): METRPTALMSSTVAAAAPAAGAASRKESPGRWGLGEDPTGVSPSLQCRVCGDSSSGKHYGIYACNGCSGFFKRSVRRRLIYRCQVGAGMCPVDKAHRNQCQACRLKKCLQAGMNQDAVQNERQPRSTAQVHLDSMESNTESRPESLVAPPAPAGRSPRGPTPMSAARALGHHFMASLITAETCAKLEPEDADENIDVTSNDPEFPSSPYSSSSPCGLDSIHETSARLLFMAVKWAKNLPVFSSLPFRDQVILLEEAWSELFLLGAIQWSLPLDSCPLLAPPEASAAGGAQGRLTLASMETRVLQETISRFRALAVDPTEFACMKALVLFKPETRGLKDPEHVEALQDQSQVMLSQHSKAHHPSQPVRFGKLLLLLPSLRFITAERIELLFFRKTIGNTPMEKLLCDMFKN
iPSC survival up = enhancers of single-cell hiPSC survival, primary screen, ATPlite luminescence. 0.044% of 360,000 active. survival enhancement, % at 20 µM. 100% = ROCK inhibitor wells, 0% = DMSO; in the data active means survival enhancement above about 18%;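 further: cells exposed to compounds for 16 hours before the ATP read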
Peg3 promoter = Peg3 promoter-driven luciferase inhibitors, primary screen, cell-based, HeLa, luciferase luminescence; HeLa PEG-Prom luciferase reporter, overnight; inhibition, % at 20 µM; 1.7% of 360,000 active;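 active means inhibition of at least 50% at 20 µM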
NR2E3 ag-2 = inhibitors of NR2E3-RetCOR corepressor binding, primary screen, NR2E3 agonist project, biochemical, TR-FRET, GST-NR2E3, biotin-RetCOR; 1536-well; inhibition of corepressor binding, % at 4.78 µM; 0.12% of 320,000 active; Photoreceptor-specific nuclear receptor (Homo sapiens), Q9Y5X4; AID 2300, 2010;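 active means percent inhibition above the cutoff of mean plus 3 SD of all tested compounds, set per screening campaign, cut at about 20% in these data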;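 further: 0% = DMSO wells and 100% = biotin wells as full block of FRET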
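Material: NR2E3–RetCOR corepressor complex / Incubation: Compound–protein incubation for 5 h at 4 °C / Dosing: compound at 4.8 µM, single dose / Detection: time-resolved FRET / Benchmarks: high control biotin, low control 0.6% DMSO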
TRPM1 prom inh = inhibitors of MITF-dependent TRPM1 promoter reporter, primary screen, cell-based, SK-MEL-5, single point, luciferase | SK-MEL-5 TRPM1 promoter luciferase, 24 h | inhibition, % at 12.5 µM | 0.83% of 330,000 active;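 active means mean inhibition across replicates of 60% or more, whatever share of single replicates reaches that level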; further: values of inactives mirror those of a sister screen read the other way
KKLEB tox = cytotoxicity in KKLEB CF airway cells, primary screen, cytotoxicity control for CF NF-kB inhibitor project, cell-based, uHTS, fluorescence assay plates | KKLEB CF airway cells viability, ATPlite luminescence, overnight; stronger effect = lower value; cells stimulated with P. aeruginosa culture filtrate | activity change (cytotoxicity), % at 5 µM | 0.36% of 360,000 active | AID 602141, 2011;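 active means corrected activity change at or below -50% at 5 µM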
Starred values were filed as active, the others as inactive; / = no result given.

SMILES	HIF-2a block	C8 TRAIL sens	CF NFkB inh	Shn3 3UTR inh	LMP1 NFkB inh	NR2E3 ag-1	iPSC survival up	Peg3 promoter	NR2E3 ag-2	TRPM1 prom inh	KKLEB tox
O=C1NC(=O)/C(=C/c2ccco2)N1	1	-7	0	-3	1	-7	7.9	-28	-1	-15	0
CCN1C(=O)[C@H]2[C@@H](c3ccc(-c4ccc(C(C)=O)cc4)cc3)N[C@@](C)(C(=O)OC)[C@H]2C1=O	16	0	4	9	5	1	1.4	5	/	-12	2
COc1ccc(C(CCNCc2ccc(N(C)C)cc2)C(C)C)cc1 (configuration not stated)	10	32	2	51	2	20	-0.8	27	0	23	-10
CC(CC(=O)O)n1nnc2ccccc21 (configuration not stated)	1	-25	-11	7	5	-19	-0.2	15	0	-8	-1
CS(=O)(=O)Nc1ccc(S(=O)(=O)Nc2nccs2)cc1	7	-10	-9	-7	2	18	-3.5	3	-1	-3	3
O=[N+]([O-])c1cccc(/C=N/n2cnnc2)c1	23	-7	-3	/	-8	-40	0.4	20	2	6	1
CCOC(=O)C1(C)CCCN(C(=O)c2cc(OC)c(OC)c(OC)c2)C1 (configuration not stated)	2	-17	-2	-3	/	-13	-1.2	0	/	/	1
Cc1ccc(/C=N/NC(=S)NC(C)C)o1	-61	-17	-7	2	2	0	-2.0	-31	3	-10	6
CC1CN2C(c3ccc([N+](=O)[O-])cc3)=CSC2=N1 (configuration not stated)	-4	-7	-6	0	2	10	-0.2	-3	-2	-4	12
Cc1cc2ccccc2cc1CN1CCCCC1	15	-13	-15	1	-3	-4	-0.4	-3	-5	2	7
COc1ccc(-c2ccc3c(c2)C2CC3CCN2C(=O)OCc2ccccc2)cc1 (configuration not stated)	-82	2	16	5	-2	-21	-0.9	-40	/	-3	-14
COc1ccc([N+](=O)[O-])c2c(=O)ccoc12	20	-6	6	-20	4	6	-3.3	7	2	0	10
CCCCNC(=O)OCC(CC)NC(=O)OC(C)C (configuration not stated)	22	-12	3	8	-6	13	0.6	8	2	-5	-1
Nc1cc(=O)[nH]c(SCC(=O)N2N=C(c3ccc(Cl)cc3)CC2c2ccco2)n1 (configuration not stated)	-37	-5	5	-41	-8	-4	3.2	-25	-2	-9	6
COC(=O)c1nc2nc(C)cc(=O)n2[nH]1	11	-11	-2	-12	-11	22	-2.9	8	-2	8	8
CC(C)CNc1cc(=O)n(C)c(=O)n1C	11	-7	-14	-23	2	-28	-1.7	-22	5	3	3
COc1cc(C(=O)Nc2cccc(-c3nc4ccccc4o3)c2C)cc(OC)c1OC	17	13	7	16	3	-41	0.7	5	/	14	-1
NC(c1ccc(F)c(F)c1)c1nc(-c2cc(F)cc(F)c2)cs1 (configuration not stated)	-5	-14	-4	5	/	16	-1.8	-12	/	/	10
Cc1nc2cc(-c3cccc(F)c3)nn2c(C)c1CCC(=O)NC(C)c1ccc2c(c1)OCCO2 (configuration not stated)	46*	1	-10	35	7	-28	0.3	-10	5	7	-15
O=C(COc1ccccc1Cl)NCC(c1cccs1)N1CCOCC1 (configuration not stated)	11	8	7	-3	0	-4	0.3	22	4	9	-7
COc1ccc(S(=O)(=O)Nc2ccccc2C(=O)NCc2ccco2)cc1Br	5	-2	12	11	3	-4	0.3	4	0	14	-7
S=C(NCc1ccncc1)NC1CCCC1	12	-12	7	-15	4	-13	-0.4	10	0	6	13
COc1ccc(Cn2c(CCC(=O)N3CCN(c4ccccn4)CC3)nc3ncccc3c2=O)cc1	20	10	2	-8	-3	-21	1.6	9	/	12	-1
O=c1[nH]c2ccccc2c(=O)n1Cc1ccco1	13	-13	-22	12	3	2	4.5	13	4	5	6
c1ccc(-c2noc(CC3CCCCC3)n2)nc1	-200	21	27	-60	-8	-120	-0.8	-213	-4	-73	-9
CCOC(=O)c1cnc2ccc(OC)cc2c1Nc1ccc(N2CCN(C)CC2)cc1	17	9	5	41	-30	14	-0.6	32	/	4	-7
COc1cc(NC(=O)C2CCCN2C(=O)C2CCC(C)CC2)cc(OC)c1OC (configuration not stated)	7	-6	-30	-3	1	-17	-1.0	6	1	-5	18
CC(C)(C)c1ccc(-c2nnc(SCC(=O)NC3CC3)o2)cc1	-178	33	33	-28	-21	37	-0.4	-179	4	-47	-24
CC(=O)Nc1cc(-c2cccc(F)c2)cn2c(-c3ccc(F)c(Cl)c3)cnc12	-6	-8	-86	11	/	1	4.3	6	/	/	-5
O=C(Nc1cc(F)ccc1F)c1ccc(-n2cncn2)c([N+](=O)[O-])c1	-91	7	-15	-22	-8	0	-0.2	-23	4	-21	-6
O=C(NC1CCCCC1)c1ccccc1NC(=O)C1CC(=O)N(c2ccc(Cl)cc2)C1 (configuration not stated)	12	-12	14	-24	-5	-1	1.8	27	2	6	-13
Cc1ccc(CNC(=O)COC(=O)c2cc(=O)[nH]c3ccccc23)cc1	15	-8	-8	-22	-6	0	9.6	-7	/	-7	-3
COc1ccccc1NC(=O)Nc1ccccc1Br	-50	-2	0	-5	0	-27	0.3	-28	3	2	4
CCC(OC(=O)CNS(=O)(=O)c1ccccc1)C(=O)c1ccccc1 (configuration not stated)	2	-3	3	-9	-3	5	0.6	-5	1	-9	4
COc1cc(-c2cc(C(=O)Nc3ccncc3)c3ccccc3n2)cc(OC)c1OC	0	17	10	24	0	-1	-0.3	30	1	6	-6
Cc1cc(Cl)ccc1OCC(=O)Nc1ccccc1N1CCOCC1	9	17	16	48	8	11	-0.1	21	-3	-28	-1
O=C(Cc1ccccc1)NNC(=O)c1cccs1	-10	-22	0	2	-8	-15	-1.5	20	-4	-16	-2
CC1(C)C(=O)OC(c2c(F)c(F)c(F)c(F)c2F)C2(CCCCC2)C1=O (configuration not stated)	21	-10	3	17	6	3	-2.2	5	1	-2	1
O=C(O)CSc1nnc(Cn2nnc3ccccc32)n1CCc1ccccc1	3	-8	-7	-2	8	30	-3.6	17	1	-3	-1
CN(Cc1cccnc1)C(=O)c1cc(S(=O)(=O)Nc2ccccc2F)ccc1Cl	12	-19	14	1	3	23	0.5	12	/	-5	2

Entries above printed as active in HIF-2a block:
molecule | HIF-2a block | CF NFkB inh | Shn3 3UTR inh | LMP1 NFkB inh | NR2E3 ag-1 | Peg3 promoter | NR2E3 ag-2 | TRPM1 prom inh
Cc1nc2cc(-c3cccc(F)c3)nn2c(C)c1CCC(=O)NC(C)c1ccc2c(c1)OCCO2 (configuration not stated) | 46* | -10 | 35 | 7 | -28 | -10 | 5 | 7

Given in CSV form: part of the list above.
Compound,HIF-2a block,C8 TRAIL sens,CF NFkB inh,Shn3 3UTR inh,LMP1 NFkB inh,NR2E3 ag-1,iPSC survival up,Peg3 promoter,NR2E3 ag-2,TRPM1 prom inh,KKLEB tox
c1ccc(-c2noc(CC3CCCCC3)n2)nc1,-200,21,27,-60,-8,-120,-0.8,-213,-4,-73,-9
CCOC(=O)c1cnc2ccc(OC)cc2c1Nc1ccc(N2CCN(C)CC2)cc1,17,9,5,41,-30,14,-0.6,32,/,4,-7

(list continues)
SMILES	HIF-2a block	C8 TRAIL sens	CF NFkB inh	Shn3 3UTR inh	LMP1 NFkB inh	NR2E3 ag-1	iPSC survival up	Peg3 promoter	NR2E3 ag-2	TRPM1 prom inh	KKLEB tox
Cc1ccc(OP(=O)(Nc2c(C)n(C)n(-c3ccccc3)c2=O)Oc2ccc(C)cc2)cc1	24	13	-1	-4	-9	-7	-1.1	7	1	8	-1
C/C(Cc1ccccc1)=N\NC(=O)CNC(=O)c1ccc2c(c1)OCCO2	21	3	-6	/	-3	3	-0.6	0	2	3	-9
COCc1c(C(=O)NCc2ccccc2CN2CCCC2)oc2ccccc12	12	5	8	-6	7	-6	-0.3	0	3	-22	-1
Cc1ccccc1C(=O)NC1CCN(CC(=O)NCc2cccs2)CC1	0	1	1	-2	4	-19	-1.0	1	-2	0	2
COCC(C)n1c(C)cc(C(=O)CN2c3cccc4cccc(c34)S2(=O)=O)c1C (configuration not stated)	-24	11	6	-15	-5	2	-0.3	-23	-2	1	-19
O=C(c1cnn(-c2ccccc2)c1)c1ccc2ccccc2c1O	-189	-22	-3	-74	-25	-104	2.0	-314	0	-72	6
COCCN1C(=O)N[C@@H](c2ccco2)C(C(C)=O)=C1C	13	3	2	-18	-4	-23	0.8	12	4	-1	-2
COc1cc(S(=O)(=O)N2CCCCC2)ccc1NC(C)=O	15	-8	6	-1	-20	-14	0.9	16	0	1	-21
CC(C)OC(=O)c1ccc(NC(=O)Cn2c(-c3nonc3N)nc3ccccc32)cc1	16	28	-4	17	-8	2	-1.4	9	-1	-1	5
CCCCNC(=S)NNC(=O)c1csc2ccccc12	-238	-6	5	-20	0	-63	-4.0	-127	0	-12	-6
Cc1ccc(S(=O)(=O)NCC(c2cccnc2)N2CCc3ccccc32)cc1 (configuration not stated)	20	-4	-12	7	5	-9	-0.3	2	0	6	7
CNC[C@@H]1Oc2cc(Br)ccc2S(=O)(=O)N([C@H](C)CO)C[C@@H]1C	15	-2	-26	4	/	10	0.0	9	/	/	6
COc1ccc(-n2c(SCC(=O)c3ccc[nH]3)nnc2-c2ccccc2)cc1	24	9	0	20	-27	18	3.7	16	7	6	4
CC(C)(C)OC(=O)CN1c2cccc3cccc(c23)S1(=O)=O	3	0	12	-15	-2	-44	-0.5	13	0	5	-10
CC(=O)Nc1ccc(S(=O)(=O)N(C)c2ccc(OCCOc3cccc(C)c3)cc2)cc1	0	-7	17	51	-2	19	2.1	15	/	29	-13
Cc1noc(C)c1S(=O)(=O)Nc1ccc(C(=O)NC2CCCCCC2)cc1	20	-3	4	-16	-22	-8	-1.1	14	-4	-1	4
CCSc1nnc(NC(=O)C(C)(C(F)(F)F)C(F)(F)F)s1	5	-5	17	19	12	36	5.9	9	1	8	-10
O=C(NCc1ccccc1)NC1(C(=O)N2CCOCC2)CCCCC1	9	6	-4	-5	2	-32	1.7	0	1	1	0
O=C(Cn1ncc(Cl)c(Cl)c1=O)c1ccc2c(c1)OCCO2	81*	89*	79*	12	4	39	-4.1	90*	/	50	-38
Cn1cnc(S(=O)(=O)N2CCN(C(c3ccccc3)c3ccccc3)CC2)c1	5	-12	15	-1	0	30	0.1	7	1	1	-2
C=CCn1cnc2c(nnn2-c2ccc(Cl)cc2)c1=O	-85	2	10	-9	-5	-31	-0.5	-39	-2	-17	5
CNCC(O)C(O)C(O)C(O)CO (configuration not stated)	11	12	-5	12	1	-55	0.7	8	-3	-5	1
N#C/C(=C\c1cc(Cl)cc(Cl)c1O)C(=O)NC1CCCCC1	-2	54*	-11	16	1	6	-0.7	13	0	7	8

The list is partial; the hit share may differ from the screen's.
